High-throughput results deposited in PubChem BioAssay by Broad Institute.
INS-1E GSIS act – GLuc luminescence reporter in INS-1E cells, primary screen for activators of glucose-dependent secretion of insulin | activation, % at 16.6 µM | INS-1E GLuc reporter insulin secretion, 2-3 h | 370,000 tested, 0.61% active;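 active means lowest replicate activation of at least 40%, so every replicate reaches that level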;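 further: 0% = median of neutral control wells and 100% = median of IBMX positive control wells; some compounds called inactive have numbers as strong as hits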
ERAP1 HTS inh – ERAP1 (human) enzyme inhibition; Q9NZ08; recombinant ERAP1, Leu-AMC fluorescence, 60 min; 340,000 tested, 0.15% active; inhibition, % at 10.7 µM;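 active means mean replicate inhibition of at least 30%, or all replicates individually reaching that 30% level; inactive means mean below 30% and not every replicate reaching it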;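 further: 0% = neutral control wells and 100% = L-leucinethiol positive control wells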
RAD52 inh – RAD52 (human) annealing inhibition; recombinant RAD52 DNA annealing, FRET fluorescence; inhibition, % at 18.7 µM; 360,000 tested, 0.46% active; AID 651710;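 active means every replicate showing at least 50% inhibition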
XiGFP reactiv – X-chromosome reactivation activator; XiGFP mouse fibroblasts, % GFP-positive cells imaging, 3 d; cells co-treated with 5-aza-dC sensitizer; scaled so ellipticine positive control = 100%; activation, % at 7.58 µM; 360,000 tested, 0.055% active; AID 743238;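 active means mean normalized replicate activation at least 10% and every replicate at or above 10%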;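 further: 0% = median of on-plate neutral control wells and 100% = ellipticine 6 µM median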
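Assay system – SV40-immortalized XiGFP fibroblast cells, line 68-5-11 · Buffer or medium – DMEM supplemented with 5-aza-dC as sensitizing agent · Dosing – one concentration, pinned · Benchmarks – positive control ellipticine, 6 µM final · Times – 3 days compound exposure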
esBAF inh – blocks esBAF chromatin remodeling in mouse ES cells. Bmi1-luciferase knock-in reporter, 24 h; 100% = twice the neutral-well signal. reporter increase, % at 12.5 µM. 350,000 tested, 2% active; in the data active means activation above about 40%;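 further: 0% = median of the plate's neutral control wells and 100% = double that signal; a rise in the Bmi1 reporter signal indicates esBAF inhibition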
RAD54 inh – RAD54 (human) branch migration inhibition. Q92698. RAD54 Holliday junction branch migration, FAM/BHQ fluorescence. inhibition, % at 10.4 µM. 360,000 tested, 0.14% active;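 active means mean normalized replicate activity at least 40 and at least half of replicates scoring 40 or more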;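 further: 0% = median of neutral control wells and 100% = median of positive control wells; inhibitors cause a drop in the FAM fluorescence signal; in these data hits start at about 50%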
Target sequence (Q92698 whole entry, looked up): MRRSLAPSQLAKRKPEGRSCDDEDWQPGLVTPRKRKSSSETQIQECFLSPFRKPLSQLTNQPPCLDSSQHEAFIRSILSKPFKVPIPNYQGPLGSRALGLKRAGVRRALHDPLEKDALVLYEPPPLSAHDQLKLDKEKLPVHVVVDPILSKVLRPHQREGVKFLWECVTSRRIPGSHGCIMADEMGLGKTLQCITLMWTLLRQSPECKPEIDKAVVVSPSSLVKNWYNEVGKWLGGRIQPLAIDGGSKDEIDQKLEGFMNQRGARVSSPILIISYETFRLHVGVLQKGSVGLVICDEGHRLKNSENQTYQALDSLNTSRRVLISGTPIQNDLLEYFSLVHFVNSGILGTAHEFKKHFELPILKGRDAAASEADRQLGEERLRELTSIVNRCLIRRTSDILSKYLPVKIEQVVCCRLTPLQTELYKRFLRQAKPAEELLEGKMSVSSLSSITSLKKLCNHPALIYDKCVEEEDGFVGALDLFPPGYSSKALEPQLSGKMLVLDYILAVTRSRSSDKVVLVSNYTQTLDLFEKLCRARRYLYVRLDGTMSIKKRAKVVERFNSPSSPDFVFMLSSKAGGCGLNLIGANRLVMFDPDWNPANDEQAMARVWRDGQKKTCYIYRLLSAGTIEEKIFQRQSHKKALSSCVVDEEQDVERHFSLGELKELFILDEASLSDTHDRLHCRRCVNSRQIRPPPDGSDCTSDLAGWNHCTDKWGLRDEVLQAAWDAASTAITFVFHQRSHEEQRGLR
ARNT TACC3 PPI – disruptors of human ARNT/TACC3 interaction; AID 623870; 390,000 tested, 0.66% active; Q9Y6A5; AlphaScreen His-ARNT PAS-B/GST-TACC3 binding, luminescence; TACC3 fragment carries E629A point mutation; inhibition, % at 9.99 µM;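 active means mean inhibition of replicates at least 50% and at least half of replicates each reaching 50%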;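 further: 0% = complete ARNT plus TACC3 wells and 100% = ARNT alone without TACC3; many hits fall short of the cut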
CFTR F508del cor – CFTR F508del correction in bronchial cells. activity (quench increase), % at 7.58 µM. CFBE cells, YFP halide quenching; stimulated with forskolin plus potentiator P3; % fluorescence drop versus neutral controls. 350,000 tested, 0.36% active;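 active means mean added fluorescence quench of at least 8% versus neutral control, with both replicates also reaching 8%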;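 further: cells transiently co-express mutant CFTR-F508del with the halide-sensitive YFP; corrector assay measuring rescue of mutant channel to the surface after 24 h compound exposure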
The depositor's hits bear a star; . = no result given; & = joins results of further samples.

SMILES | INS-1E GSIS act | ERAP1 HTS inh | RAD52 inh | XiGFP reactiv | esBAF inh | RAD54 inh | ARNT TACC3 PPI | CFTR F508del cor
CC1CCCC(C)N1C(=C(Cl)Cl)C(=C1SCCS1)[N+](=O)[O-] (configuration not stated) | -3.6 | -0.8 | 5.2 | 0.0 | . | . | -1.7 | 1.3
O=C(CC1CC1)Nc1ccc2c(c1)[C@@H]1C[C@H](CC(=O)NC3CCCCC3)O[C@@H](CO)[C@@H]1O2 | 6.6 | -1.4 | -5.1 | 0.4 | -1.7 | -0.9 | -0.6 | -0.6
C[C@H](CO)N1C[C@H](C)[C@@H](CN(C)C)Oc2cc(C#Cc3ccncc3)ccc2S1(=O)=O | 4.4 | -4.0 | 6.0 | -0.9 | 3.6 | 5.2 | -1.1 | -0.2
COc1cc2c(cc1OC)C1Cc3ccc(OC)c(OC)c3C[N+]1([O-])CC2 (configuration not stated) | -4.8 | -2.2 | -8.5 | 0.1 | -1.6 | 7.4 | . | 4.0
C[C@@H]1CN([C@@H](C)CO)C(=O)c2cc(C#CC3CCCC3)cnc2O[C@H]1CN(C)S(C)(=O)=O | -13.6 | 1.0 | 8.7 | -0.1 | 0.1 | 4.4 | -5.7 | -2.6
O=C(/C=C/c1ccc(F)cc1)NC(=S)N1CCOCC1 | -1.2 | 1.2 | -19.2 | 0.0 | . | . | -2.9 | 2.2
CCC(=O)N1C[C@@H](C)[C@H](OC)CN(C)C(=O)c2cc(NC(=O)Nc3cccc(F)c3)ccc2OC[C@@H]1C | -24.0 | -0.6 | -8.7 | 2.4 | 0.0 | 20.3 | -5.1 | 1.4
Cc1cc(O)c(CN(C)C)c2c1C(=O)/C(=C/c1ccco1)O2 | 4.2 | 5.7 | -79.0 | 0.1 | 0.9 | -14.9 | -12.1 | -0.8
C[C@H]1CN([C@@H](C)CO)C(=O)c2cccc(NS(C)(=O)=O)c2O[C@H]1CN(C)S(=O)(=O)c1ccc(F)cc1 | 11.6 | . | . | 0.0 | -3.7 | . | . | -2.7
CC1Oc2ccccc2C=C1/C=N/NC(=O)c1ccncc1 (configuration not stated) | 9.0 | 7.7 | -4.8 | -0.1 | . | . | -2.5 | -0.6
CC(C)CC#Cc1cnc2c(c1)C(=O)N([C@@H](C)CO)C[C@@H](C)[C@@H](CN(C)C(=O)C1CCCCC1)O2 | -15.3 | 3.3 | 6.5 | 0.1 | -2.1 | 0.2 | -4.2 | 1.7
COc1cc(/C(C)=N/NC(=O)CSc2nnc(C)s2)ccc1O | 7.2 | 6.1 | -3.1 | 0.0 | 1.4 | 0.9 | 7.8 | 0.8
CCOC(=O)c1c(C)[nH]c(=S)c(C#N)c1-c1ccc(Cl)cc1 | -3.2 | -0.7 | -18.7 | 0.2 | -8.2 | -0.5 | -23.1 | 2.9
Cc1ccc(NC(=O)N(Cc2ccco2)C(C)c2ccco2)cc1C (configuration not stated) | -10.4 | -0.5 | -13.4 | . | 4.7 | -0.9 | 7.6 | .
CCN1CCN(C(=O)c2ccc(N3CC4CC(C3)c3cccc(=O)n3C4)c([N+](=O)[O-])c2)CC1 (configuration not stated) | 8.7 | -0.7 | -5.0 | 0.1 | . | . | 5.1 | 1.7
Cc1ccc2c(COC(=O)c3ccccc3OC(F)F)cc(=O)oc2c1 | 8.6 | -3.1 | -13.5 | 0.0 | 48.3* | -2.7 | -8.2 | 1.5
CCC(O)(C(=O)Nc1ccccc1C(F)(F)F)c1ccccc1OC (configuration not stated) | 14.2 | -4.0 | 1.1 | -0.2 | -8.8 | -2.7 | 2.1 | 1.1
O=C(CNS(=O)(=O)c1ccccc1)Nc1cccc([N+](=O)[O-])c1 | 1.0 | -1.3 | -2.4 | 0.1 | . | . | 0.6 | -2.2
CCOC(=O)c1cnn(CCOC(=O)C2CC2)c1NC(=O)C1CC1 | 3.0 | . | . | . | -7.7 | -10.8 | -10.4 | .
O=C(N/N=C/c1ccncc1)c1cc([N+](=O)[O-])cc([N+](=O)[O-])c1 | 9.4 | . | . | 0.0 | . | -0.1 | -3.7 | .

Some of these compounds in order of formula weight, lowest first.
SMILES | INS-1E GSIS act | ERAP1 HTS inh | RAD52 inh | XiGFP reactiv | esBAF inh | RAD54 inh | ARNT TACC3 PPI | CFTR F508del cor
CC1Oc2ccccc2C=C1/C=N/NC(=O)c1ccncc1 (configuration not stated) | 9.0 | 7.7 | -4.8 | -0.1 | . | . | -2.5 | -0.6
O=C(N/N=C/c1ccncc1)c1cc([N+](=O)[O-])cc([N+](=O)[O-])c1 | 9.4 | . | . | 0.0 | . | -0.1 | -3.7 | .
CCOC(=O)c1c(C)[nH]c(=S)c(C#N)c1-c1ccc(Cl)cc1 | -3.2 | -0.7 | -18.7 | 0.2 | -8.2 | -0.5 | -23.1 | 2.9
CCOC(=O)c1cnn(CCOC(=O)C2CC2)c1NC(=O)C1CC1 | 3.0 | . | . | . | -7.7 | -10.8 | -10.4 | .
COc1cc(/C(C)=N/NC(=O)CSc2nnc(C)s2)ccc1O | 7.2 | 6.1 | -3.1 | 0.0 | 1.4 | 0.9 | 7.8 | 0.8
CCC(O)(C(=O)Nc1ccccc1C(F)(F)F)c1ccccc1OC (configuration not stated) | 14.2 | -4.0 | 1.1 | -0.2 | -8.8 | -2.7 | 2.1 | 1.1
CCN1CCN(C(=O)c2ccc(N3CC4CC(C3)c3cccc(=O)n3C4)c([N+](=O)[O-])c2)CC1 (configuration not stated) | 8.7 | -0.7 | -5.0 | 0.1 | . | . | 5.1 | 1.7
CC(C)CC#Cc1cnc2c(c1)C(=O)N([C@@H](C)CO)C[C@@H](C)[C@@H](CN(C)C(=O)C1CCCCC1)O2 | -15.3 | 3.3 | 6.5 | 0.1 | -2.1 | 0.2 | -4.2 | 1.7

Additional records:
SMILES | INS-1E GSIS act | ERAP1 HTS inh | RAD52 inh | XiGFP reactiv | esBAF inh | RAD54 inh | ARNT TACC3 PPI | CFTR F508del cor
COc1cc2nc(CN(C)Cc3ccc(C(C)(C)C)cc3)[nH]c(=O)c2cc1OC | -0.4 | 3.0 | -13.9 | 0.0 | . | . | 16.0 | -0.9
COc1ccc(C(=O)Nc2c(N)nc(SCC(=O)Nc3ccc(C(C)=O)cc3)[nH]c2=O)cc1 | -4.8 | 3.5 | -27.9 | 0.3 | -9.7 | -11.3 | -0.2 | -1.7
C=CCSc1nc(N)cc(=O)[nH]1 | 18.0 | . | -9.6 | 0.7 | . | . | -4.8 | 0.4
Cc1noc(C)c1NC(=O)Nc1ccc2c(c1)C(=O)N([C@H](C)CO)C[C@H](C)[C@@H](CN(C)C(=O)NC(C)C)O2 | 11.6&1.2 | -0.9&-0.4 | 10.7&-18.2 | -0.4&0.0 | -2.0&-1.4 | 2.6&8.0 | -2.4&1.5 | -1.2&0.1
O=[N+]([O-])c1ccccc1OC/C(=N\O)c1ccccc1 | -0.7 | -4.6 | -1.1 | -0.1 | 29.4 | -6.8 | -1.6 | 0.0
CCC1(C)Cc2sc3c(=O)[nH]c(=S)[nH]c3c2CO1 (configuration not stated) | 4.0 | 2.0 | -15.7 | 0.0 | -8.8 | . | -0.9 | 2.8
COc1ccc(-c2cc(CNS(=O)(=O)c3ccc(NC(C)=O)cc3)on2)cc1 | -2.6 | 0.7 | 6.5 | 0.0 | -0.4 | -20.9 | -12.1 | -0.9
Fc1ccc(-c2noc(-c3ccc4c(c3)CCO4)n2)cc1 | 8.2 | -2.1 | 9.2 | -0.1 | -2.2 | -3.7 | 7.3 | .
CCCCCn1nnnc1-c1nc2cc(C)c(C)cc2[nH]c1=O | -25.0 | . | -22.3 | 0.2 | . | . | . | 1.1
O=C(NC1CCCC1)c1cc(-c2ccccc2)on1 | 19.1 | -3.8 | 3.2 | -0.1 | 18.8 | -4.1 | . | -3.8
O=C(C[C@H]1CC[C@@H]2[C@H](COC[C@H](O)CN2C(=O)c2ccc(F)cc2)O1)NC1Cc2ccccc2C1 | 0.9 | -2.3 | 1.7 | 0.5 | 0.8 | -6.7 | 3.7 | 0.5
O=C(O)CCNC(=O)c1cncc(Br)c1 | 0.4 | -0.7 | 3.2 | . | -0.2 | -0.9 | -24.6 | -0.1
O=C(COc1ccc(Cl)cc1)OCC(=O)N1CCCc2ccccc21 | 6.6 | 1.4 | -0.2 | 0.1 | . | 2.4 | 5.0 | .
C=C1CCC[C@]2(C)C[C@H]3OC(=O)C(CNCC(OC)OC)[C@H]3CC12 (some centres not stated) | 4.2 | 6.0 | -10.9 | 0.3 | -3.1 | -7.4 | 4.4 | 0.1
C[C@@H]1CN([C@@H](C)CO)C(=O)Cc2cc(NC(=O)Nc3ccc4c(c3)OCO4)ccc2O[C@H]1CN(C)C(=O)Nc1ccc(F)cc1 | -9.8 | . | . | -0.1 | 4.9 | 2.6 | 7.6 | 0.0
O=C(Nc1cccc2c1CCCC2)c1cccc(F)c1 | -18.2 | -2.6 | 6.5 | 0.3 | -8.3 | -1.4 | -2.7 | -1.6
COc1ccc(OCC2CNC(=O)O2)cc1 (configuration not stated) | 2.8 | -0.9 | -0.3 | 0.0 | . | . | 0.0 | .
CO[C@H]1CN(C)C(=O)c2cc(NS(=O)(=O)c3ccccc3)ccc2OC[C@H](C)NC[C@@H]1C | 7.5 | -2.2 | -10.8 | -0.1 | 2.9 | 2.5 | 0.9 | -4.3
COc1ccc(CNC(=O)c2ccc3ccccc3n2)cc1OC | -2.9 | 2.9 | -5.0 | 0.3 | 10.2 | -0.5 | -18.4 | -0.6
Cc1cccc(S(=O)(=O)NCCNS(=O)(=O)c2cccc(C)c2)c1 | 10.7 | 2.0 | -6.6 | -0.1 | 0.4 | 9.0 | -2.0 | -1.2
Cc1ccccc1-c1ccc(C2[C@@H]3CN(C(=O)Cc4ccccc4)C[C@H]2N3)cc1 (some centres not stated) | 17.8&-36.7 | 1.7&1.4 | 43.0&23.7 | 0.0&0.2 | . | . | . | -3.2&0.6
CCOc1ccc(NC(=O)CN(C)C(=O)c2cn3ccccc3n2)cc1OCC | 1.8 | -0.7 | -10.9 | -0.2 | 4.3 | 0.2 | 7.4 | -3.6
COc1ccc2sc(NC(=O)c3ccco3)nc2c1 | 6.9 | 5.2 | -13.2 | . | -67.8 | 6.0 | -3.9 | 3.3
COc1ccccc1N1CCN(C(=O)c2onc(C)c2Cl)CC1 | 2.0 | 3.7 | -10.2 | 0.1 | 0.9 | 1.8 | 5.4 | 5.8
Cc1ccsc1/C=N/n1c(-c2ccccn2)n[nH]c1=S | 32.7 | 4.8 | -19.0 | 0.9 | . | -0.2 | 60.6* | 1.8
CCOC(=O)CNC(=O)c1nn(-c2ccc(OCC)cc2)c(=O)c2ccccc12 | 7.4 | . | . | . | -4.1 | 7.0 | -12.5 | .
CCCNC(=O)N1CC2(C1)[C@@H](c1ccccc1)[C@@H](CO)N2Cc1cccc(Cl)c1 | -22.0 | 0.6 | 13.5 | 0.3 | . | . | . | 1.7
CNC[C@H]1Oc2ncc(/C=C/c3ccccc3)cc2C(=O)N([C@@H](C)CO)C[C@H]1C | -8.7 | . | . | -0.3 | -23.7 | . | . | 2.9
C[C@@H]1CN([C@@H](C)CO)S(=O)(=O)c2ccc(C#CCC3CCCC3)cc2O[C@@H]1CN(C)C | -16.4 | 5.9 | 4.3 | -1.0 | -6.4 | 4.6 | 6.8 | -3.7
COc1ccccc1-c1c(C)nn2c(N3CCOCC3)cc(C)nc12 | 0.4 | -0.5 | -20.5 | 0.0 | 1.1 | -12.0 | 0.4 | 0.0
COc1ccccc1CCc1nnc(CCC(=O)NCCCOc2cccnc2)o1 | 1.2 | 0.6 | -12.1 | 0.2 | -6.5 | -5.7 | -1.9 | 2.4
CCOc1cc(/C=C/c2cccc[n+]2C)ccc1O | -3.9 | 1.3 | 72.2* | 0.0 | 10.0 | 10.6 | -1.5 | 0.5
